DAX1 inh-1 = DAX1 (NR0B1) inhibitors on StAR promoter, primary screen, cell-based, luminescence, SF-1 (NR5A1), full-length DAX-1; HEK293T StAR-luciferase reporter, SF-1/DAX-1 repression relief; actives 1.1% (n = 370,000); inhibition, % at 6.8 µM; AID 652010, 2013;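 active = inhibition above the mean over all tested compounds plus 3 SD, cut at about 3.6% in these data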;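 also: 0% = DAX-1 cells with DMSO and 100% = cells lacking DAX-1 with DMSO; higher inhibition means more luminescence from relief of DAX-1 repression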
FXN GAA850 act = FXN promoter activators, primary screen, cell-based, luciferase luminescence, HEK293 lucGAA850. HEK293 lucGAA850 FXN promoter luciferase reporter, 24 h; percent of 10 µM SAHA response. activation, % at 6 µM. actives 0.56% (n = 360,000);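 active = activation above the average of all compounds screened plus 3 SD, cutoff fixed separately per campaign, cut at about 7.5% in these data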;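 also: 0% = DMSO wells and 100% = 10 µM SAHA wells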
PLC-beta3 inh = human PLC-beta3 inhibitors, primary screen, biochemical, fluorescence. AID 720704, 2013. 1-phosphatidylinositol 4,5-bisphosphate phosphodiesterase beta-3 (Homo sapiens), Q01970. inhibition, % at 12.2 µM. Purified PLC-beta3, fluorogenic substrate. actives 0.18% (n = 370,000); in the data active = inhibition above about 11%;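 also: 0% = median of compound wells on plate and 100% = full blocker control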
PG9 Ab binder = binders of HIV-1 gp120 antibody PG9, primary screen, biochemical, TR-FRET; TR-FRET gp120-PG9 antibody binding; inhibition, % at 6.7 µM; actives 0.43% (n = 360,000); HIV-1 gp120 / PG9 antibody interaction; in the data active = inhibition above about 8.5%
sPLA2-III inh = human group III sPLA2 inhibitors, primary screen, biochemical, QFRET, BODIPY PC-A2 liposome substrate. QFRET BODIPY PC-A2 liposome hydrolysis, fluorescence. inhibition, % at 12.2 µM. actives 0.56% (n = 370,000). AID 743126, 2013;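 active = inhibition above mean plus 3 SD of compounds lying within the high and low control bounds, cut at about 19% in these data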;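 also: 0% = median of test compound wells and 100% = no enzyme DMSO wells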
hcDAF12 agonist = H. contortus DAF-12 nuclear receptor activators, primary screen, cell-based, luminescence, HEK293, lit1-tk-luc reporter. AID 652067, 2013. actives 1.4% (n = 370,000). activation, % at 6.8 µM. HEK293 hcDAF-12 lit1-tk-luc reporter; 0% DMSO, 100% Δ7-dafachronic acid;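 active = activation above the mean of all tested compounds plus 3 SD, cut at about 5.5% in these data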;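 also: 100% = response to 3 µM Δ7-dafachronic acid high control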
SMARCA2 activ = SMARCA2 (BRM) function activators, primary screen, cell-based, luminescence, high throughput | actives 1% (n = 370,000) | AID 652017, 2013 | MG213 cells, MMTV-luciferase reporter, dexamethasone, overnight | activation, % at 9.1 µM; in the data active = activation above about 7.8%;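 also: 0% = vehicle wells and 100% = reference activator wells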
ssDAF-12 act = S. stercoralis DAF-12 nuclear receptor activators, primary screen, cell-based, luminescence, HEK293, GRIP1 co-expression, lit1-tk-luc; Nuclear hormone receptor DAF-12 (Strongyloides stercoralis); HEK293 ssDAF-12/GRIP1 lit1-tk-luc reporter; % of 3 µM dafachronic acid response; activation, % at 6.8 µM; actives 1% (n = 370,000); AID 652126, 2013;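 active = activation above the mean over all tested compounds plus 3 SD, cut at about 0.9% in these data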;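 also: 0% = DMSO-only wells and 100% = 3 µM delta7-dafachronic acid wells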
DAX1 inh-2 = DAX1 (NR0B1) inhibitors, primary screen, cell-based, HEK293, Gal4-DAX1, luciferase luminescence. inhibition, % at 6.75 µM. AID 504766, 2011. actives 0.99% (n = 340,000). HEK293 Gal4-DAX1 luciferase reporter. Nuclear receptor subfamily 0 group B member 1 (Homo sapiens), P51843;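 active = inhibition above the mean over all tested compounds plus 3 SD, cut at about 4.2% in these data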;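 also: 0% = DAX1-transfected cells with DMSO and 100% = empty-vector control cells with DMSO; inhibition shows as a rise in luminescence from relieved DAX1 repression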
Target sequence (P51843 207-470 limits assumed): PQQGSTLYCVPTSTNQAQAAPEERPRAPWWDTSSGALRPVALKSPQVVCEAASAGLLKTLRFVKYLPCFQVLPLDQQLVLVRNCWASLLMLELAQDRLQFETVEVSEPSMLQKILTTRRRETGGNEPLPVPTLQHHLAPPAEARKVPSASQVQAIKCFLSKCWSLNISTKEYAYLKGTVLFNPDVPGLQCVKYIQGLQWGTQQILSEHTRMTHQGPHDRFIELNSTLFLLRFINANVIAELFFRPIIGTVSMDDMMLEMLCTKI
Rev-erbA mod = modulators of Rev-erb alpha DNA binding, primary screen, biochemical, FITC-DNA, fluorescence polarization, uHTS; activity, % at 10 µM; Rev-erbα–FITC-DNA binding, 90 min; Nuclear receptor subfamily 1 group D member 1 (Homo sapiens), P20393; actives 0.79% (n = 370,000);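 active = activity above about 14%, limit read from the data; passing the limit was not always enough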;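 also: 0% = DMSO wells with 35 nM protein and 100% = DMSO wells with 750 nM protein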
Target sequence (P20393 whole entry, looked up): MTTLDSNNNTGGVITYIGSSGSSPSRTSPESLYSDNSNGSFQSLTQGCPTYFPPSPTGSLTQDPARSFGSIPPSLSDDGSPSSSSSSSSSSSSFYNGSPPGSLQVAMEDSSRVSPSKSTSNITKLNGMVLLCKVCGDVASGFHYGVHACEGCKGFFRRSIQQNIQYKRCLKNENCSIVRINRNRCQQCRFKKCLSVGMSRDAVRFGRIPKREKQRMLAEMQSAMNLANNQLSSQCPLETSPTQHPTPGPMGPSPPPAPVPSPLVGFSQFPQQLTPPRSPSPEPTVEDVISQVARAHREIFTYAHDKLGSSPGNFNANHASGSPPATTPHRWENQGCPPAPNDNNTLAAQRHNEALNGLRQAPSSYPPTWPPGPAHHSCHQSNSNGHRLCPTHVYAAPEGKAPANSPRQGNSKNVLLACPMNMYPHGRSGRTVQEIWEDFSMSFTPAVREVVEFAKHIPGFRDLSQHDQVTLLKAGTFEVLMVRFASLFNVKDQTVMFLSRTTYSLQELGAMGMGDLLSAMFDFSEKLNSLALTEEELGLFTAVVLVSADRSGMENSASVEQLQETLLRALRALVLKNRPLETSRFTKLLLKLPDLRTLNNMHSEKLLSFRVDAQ
hgDAF12 agonist = H. glycines DAF-12 receptor agonists, primary screen, cell-based, luminescence, HEK293, GAL4 fusion, UAS-luciferase. Nuclear hormone receptor DAF-12 (Heterodera glycines), GAL4 fusion. HEK293 GAL4-hgDAF12 UAS-luciferase reporter, agonist luminescence; normalized to butyrate control. activation, % at 6.8 µM. actives 1.8% (n = 370,000);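 active = activation above a cutoff set at the mean of all screened compounds plus 3 SD, cut at about 10% in these data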;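 also: 0% = DMSO wells and 100% = sodium butyrate wells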
Numbers without * were called inactive; nt = not tested or not shown.

Molecule	DAX1 inh-1	FXN GAA850 act	PLC-beta3 inh	PG9 Ab binder	sPLA2-III inh	hcDAF12 agonist	SMARCA2 activ	ssDAF-12 act	DAX1 inh-2	Rev-erbA mod	hgDAF12 agonist
CC(O)(CS(=O)(=O)Cc1ccccc1Cl)C(=O)Nc1cccc(C(F)(F)F)c1 (configuration not stated)	0.0	-0.5	-2	-0.6	-26	-0.8	-1	-1.7	-0.3	2	-0.8
CCCCCCCCCOC(=O)C(CC(=O)O)N1CCOCC1 (configuration not stated)	-0.6	0.1	-1	-0.5	3	0.4	3	-1.3	-0.9	4	-1.2
CC(=O)c1c(C)[nH]c(C(=O)OCC(=O)Nc2ccc([N+](=O)[O-])cc2Cl)c1C	-0.4	0.8	5	0.4	7	-0.6	0	-0.9	-0.6	-8	-2.7
CCc1noc(C)c1C(=O)NNC(=O)c1ccccc1F	0.2	1.0	-10	1.3	3	0.2	0	-0.5	1.0	-2	2.8
CCOC(=O)c1sc(C)c2c1NC(C)(c1ccccc1)NC2=O (configuration not stated)	-1.6	-0.6	-363	1.6	-3	-2.3	-2	-1.1	-0.7	-1	0.9
Cc1cc(=O)n2[nH]c(-c3sccc3-n3c(C)ccc3C)cc2n1	0.2	nt	-187	-4.7	-14	-1.4	-1	-1.3	nt	-7	0.4
COc1ccccc1N1CCN(C(=O)c2ccccc2SCC(=O)NCc2ccco2)CC1	-2.2	-0.5	-12	-2.4	-7	0.9	4	-1.1	0.1	5	-0.1
Cc1ccc2c(n1)sc1c(N)ncnc12	1.2	4.9	-28	24*	9	0.5	-1	-1.2	0.5	-2	3.0
CCc1ccc(OCC(=O)NC(C)C)cc1	0.2	0.6	-5	-2.2	0	0.8	3	-1.8	1.5	-2	1.8
Cc1ccc(NC(=O)CSc2nnc(CN3CCOCC3)n2-c2ccccc2)cc1	-1.8	-1.4	2	-1.2	4	-1.5	-3	-1.3	-0.9	-1	2.7
Cc1ccc(C2CC2C(=O)NNC(=S)Nc2cccc(Cl)c2)cc1 (configuration not stated)	-0.8	-3.5	4	0.1	23*	-1.1	-6	-1.4	-2.9	1	-2.3
O=C(CN1C(=O)COc2ccccc21)N1CCOCC1	0.2	1.1	-2	-1.9	2	-1.7	2	-1.0	0.1	2	-0.1
Cc1cc(C)n(CC(C)NCc2cn[nH]c2-c2cccc3ccccc23)n1 (configuration not stated)	0.1	2.6	-1	0.2	1	1.1	-2	-1.1	0.9	-7	0.3
O=C(C1CCCN(S(=O)(=O)c2cccc3cccnc23)C1)N1CCc2ccccc21 (configuration not stated)	-0.1	0.1	-5	-0.2	4	1.2	-3	-0.8	0.0	2	-2.6
CC(=O)c1c(C)[nH]c(C(=O)CSc2nc3ccccc3c(=O)n2CCCN2CCOCC2)c1C	-0.2	-4.9	2	-1.8	-14	-1.0	-1	-1.1	-1.0	1	-1.4
CSc1nc(C)cc(Oc2ccc(OCC(N)=O)nn2)n1	0.8	1.1	-7	-0.4	3	-0.2	-2	-1.1	0.2	-4	2.2

Given field by field: entries from further up
O=C(C1CCCN(S(=O)(=O)c2cccc3cccnc23)C1)N1CCc2ccccc21 (configuration not stated)
  DAX1 inh-1: -0.1
  FXN GAA850 act: 0.1
  PLC-beta3 inh: -5
  PG9 Ab binder: -0.2
  sPLA2-III inh: 4
  hcDAF12 agonist: 1.2
  SMARCA2 activ: -3
  ssDAF-12 act: -0.8
  DAX1 inh-2: 0.0
  Rev-erbA mod: 2
  hgDAF12 agonist: -2.6
CCOC(=O)c1sc(C)c2c1NC(C)(c1ccccc1)NC2=O (configuration not stated)
  DAX1 inh-1: -1.6
  FXN GAA850 act: -0.6
  PLC-beta3 inh: -363
  PG9 Ab binder: 1.6
  sPLA2-III inh: -3
  hcDAF12 agonist: -2.3
  SMARCA2 activ: -2
  ssDAF-12 act: -1.1
  DAX1 inh-2: -0.7
  Rev-erbA mod: -1
  hgDAF12 agonist: 0.9

Next part
Molecule	DAX1 inh-1	FXN GAA850 act	PLC-beta3 inh	PG9 Ab binder	sPLA2-III inh	hcDAF12 agonist	SMARCA2 activ	ssDAF-12 act	DAX1 inh-2	Rev-erbA mod	hgDAF12 agonist
O=C(Nc1nc2ccc([N+](=O)[O-])cc2s1)c1c(F)cccc1F	0.5	3.7	-1	-2.3	0	-0.8	5	-0.7	0.2	-6	-1.0
CCOC(=O)Cc1cc(=O)n2[nH]cc(-c3cccc(Br)c3)c2n1	-0.1	1.0	-235	-2.1	-21	-0.5	-2	0.4	-0.1	0	1.9
COc1c(C)cc(C(=O)C2CCCN(C(=O)c3ccoc3)C2)cc1C (configuration not stated)	-0.5	-0.2	-6	-0.1	-6	-1.2	-4	-1.6	-0.5	6	0.3
O=C(OCN1C(=O)C(=O)c2ccccc21)c1ccc(Cl)cc1	-0.3	0.5	-8	-0.3	3	1.4	-2	-0.6	1.1	-4	1.6
COc1ccc(S(=O)(=O)N2CCC(C(=O)NCC(=O)Nc3c(C)cccc3C)CC2)cc1OC	0.1	1.3	-4	1.1	2	0.0	-1	-1.1	0.4	-2	-0.9
CC1CN(c2ccc(NC(=O)c3ccco3)cc2C(=O)O)CC(C)O1 (configuration not stated)	0.0	0.7	-2	2.0	15	-1.5	-7	-1.2	0.6	8	0.2
O=C(Nc1ccc(F)cc1)NC1CCCc2ccccc21 (configuration not stated)	-0.7	2.4	-4	-1.9	-2	0.5	-1	-1.2	-1.0	-1	-1.2
Cc1ccccc1N(C(=O)c1snc(C(N)=O)c1N)C(C(=O)NCC1CCCO1)c1ccc(F)cc1 (configuration not stated)	-0.1	2.0	-99	0.9	0	-1.0	-3	-1.1	-1.3	0	-1.1
Cc1ccc(NC(=O)COC(=O)c2cc(Cl)cc(Cl)c2)c(Br)c1	0.5	2.0	8	1.7	-5	-1.8	-5	-0.8	0.2	-2	-1.5
COc1ccccc1CNC(=O)CCS(=O)(=O)Cc1ccc(C)cc1	0.0	-0.8	-4	-2.9	0	-2.4	-1	-1.1	0.0	-2	0.7
Cc1ccc(CNC(=O)C2CCC(CNc3c(N4CCOCC4)c(=O)c3=O)CC2)cc1 (configuration not stated)	0.2	0.9	2	-2.2	-4	-1.0	1	-0.6	-0.6	-9	0.8
O=C(Nc1ccc(Cl)cc1)c1ccc(S(=O)(=O)N2CCOCC2)cc1	-0.2	-1.5	-3	1.0	-4	-0.6	-2	-1.3	-1.6	-1	-1.6
CCOc1ccc(CCNC(=O)Cn2cccc2C(=O)c2ccccc2C)cc1OCC	0.2	1.1	3	-4.3	-9	-2.2	4	-1.7	-1.1	0	-1.3
CCc1cc(=O)oc2c(C)c(OCC(=O)NCCCn3ccnc3)ccc12	-4.3	0.4	-7	-1.8	-2	-0.6	-1	-1.4	0.5	0	3.5
O=C(NCc1ccccc1)c1ncn(Cc2ccccc2)c1C(=O)NCc1ccccc1	0.1	1.4	1	-0.8	4	-0.7	0	-1.5	-0.5	4	-0.1
Cc1ccc2c(c1)CCCN2C(=O)c1ccoc1C	-0.9	-0.8	-13	-3.0	-5	1.4	0	-0.5	0.7	-1	2.4
CC1(C)C2CCC1(CS(=O)(=O)Nc1ccc(S(=O)(=O)N3CCCC3)cc1)C(=O)C2 (configuration not stated)	-0.2	1.8	1	-0.5	-8	-2.8	0	-1.5	0.2	-1	-0.2
Brc1cccc(C2CC(c3ccccc3)n3nnnc3N2)c1 (configuration not stated)	-0.7	-0.9	4	-1.6	-9	-0.7	5	-1.2	-0.5	-2	-2.1
CCN(c1ccccc1)S(=O)(=O)c1cc(C(=O)NCc2ccco2)ccc1C	-1.0	-0.6	-20	0.6	-8	-1.3	1	-1.0	0.2	0	-1.2
Cc1ccccc1NC(=O)CSc1ccc(-c2ccccn2)nn1	-1.2	-0.1	-11	0.4	-2	-0.7	-5	-0.9	-0.4	-3	-0.5
COc1ccc(CN(C(=O)c2oc3cc(C)ccc3c2C)C2CCS(=O)(=O)C2)cc1OC (configuration not stated)	-0.6	2.5	4	-1.9	-7	-1.8	5	-1.1	1.2	-3	-0.8
CCOC(=O)C1CCCN(C(=O)c2cc(C)n(C(C)(C)C)n2)CC1 (configuration not stated)	-0.5	-0.8	-3	-1.2	15	0.3	-2	-1.1	nt	4	-2.2
Cc1cc(OCCCC(=O)NNC(=O)c2ccncc2)ccc1Cl	-1.2	0.0	-8	-3.5	-3	-0.4	-1	-1.0	-0.2	-2	1.2
O=C(NCCSCc1ccccc1)c1ccc(F)cc1	0.0	-0.7	2	-1.6	-6	-1.4	-1	-0.8	-0.5	1	-2.6
Cn1c(O)c(N=NC(=O)CNC(=O)c2ccco2)c2ccccc21	-0.6	2.4	1	2.2	-3	0.5	-1	-0.5	-1.4	0	0.3
CCOc1ccccc1NC(=O)c1ccc2c(c1)C(=O)N(CC(C)C)C2=O	0.2	0.0	-3	0.6	0	-0.7	-2	-1.7	-0.1	10	0.7
CCOC(=O)N1CCN(C2=C(NS(=O)(=O)c3ccc(C)cc3)C(=O)c3ccccc3C2=O)CC1	-3.0	-2.3	-6	-5.7	4	-1.4	-2	-1.4	-0.3	-1	-4.1
O=C(NCc1ccccc1)C1C(=O)Nc2ccccc2C(=O)N1c1ccc2c(c1)OCCO2 (configuration not stated)	1.7	nt	-5	0.0	10	1.9	-5	-0.9	nt	-1	0.2
O=C(CSCc1ccc(Cl)cc1)Nc1ccc(Br)cc1C(=O)O	0.3	2.0	-10	-1.7	-14	1.2	-3	-0.5	1.7	-3	-0.5
CC(CNS(=O)(=O)c1ccccc1)Sc1nncn1C (configuration not stated)	0.3	0.2	-8	-0.5	0	-0.9	-2	-1.1	0.1	2	-2.9
Nc1nc(Nc2ccccc2F)nc(NCc2ccccc2)c1[N+](=O)[O-]	-0.1	2.6	-5	-2.6	-8	-0.6	2	-1.4	0.2	-3	-1.6
CCOc1ccc(S(=O)(=O)N2CCN(C(=O)c3oc4ccc(OC)cc4c3C)CC2)cc1	-4.6	-0.2	-5	-1.2	-7	-0.6	-2	-0.8	1.7	-1	1.6
COc1cccc(CNC(=O)c2cccc(S(=O)(=O)N3CCN(Cc4ccccc4)CC3)c2)c1	1.4	1.1	-10	-0.9	-20	1.1	-4	-1.3	-0.2	0	0.0
CCCCC(=O)Nc1ccc(NC(=O)c2cccnc2)cn1	-0.3	0.5	0	2.6	3	-1.5	-9	-1.4	-0.2	-3	-1.9
CCC(=O)Nc1cccc(C(=O)OC)c1	-0.2	0.0	-3	-1.7	0	0.6	-2	-0.7	-1.0	3	-1.2
